# PRMT1 inh = inhibitors of human PRMT1; recombinant PRMT1, activity-based probe fluorescence polarization; inhibition, % at 2.79 µM; hit rate 1.3% among 370,000;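 active = inhibition above about 21% made by adding two undisclosed values, limit read from the data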
# TDP2 inh = blocks human TDP2 phosphodiesterase activity. O95551. recombinant TDP2, T5PNP hydrolysis, p-nitrophenol absorbance 415 nm. inhibition, % at 12.8 µM. hit rate 0.34% among 370,000. AID 720702;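 active = inhibition above the mean of all tested compounds plus 3 SD, set per campaign, cut at about 25% in these data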;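 note: 0% = DMSO with enzyme and 100% = buffer with substrate but no TDP2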
# Target sequence (O95551 whole entry, looked up): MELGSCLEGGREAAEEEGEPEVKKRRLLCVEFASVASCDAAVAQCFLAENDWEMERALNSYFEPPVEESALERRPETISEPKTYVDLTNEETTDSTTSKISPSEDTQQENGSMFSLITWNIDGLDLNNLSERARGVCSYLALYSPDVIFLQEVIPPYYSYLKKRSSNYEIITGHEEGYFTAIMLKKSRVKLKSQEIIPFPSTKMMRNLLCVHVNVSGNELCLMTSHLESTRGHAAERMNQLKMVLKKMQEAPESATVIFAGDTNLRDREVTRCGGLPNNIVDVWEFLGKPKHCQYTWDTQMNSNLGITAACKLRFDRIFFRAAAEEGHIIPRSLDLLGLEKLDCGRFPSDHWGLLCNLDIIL
#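 Evaluation: % inhibition relative to enzyme-containing and enzyme-free wells. Material: recombinant human TDP2. Benchmarks: enzyme-free and DMSO wells. Timing: enzyme reaction with compound for 2 h at 37 °C. Compound dosing: 12.8 µM only. Measured by: p-Nitrophenol epi absorbance. Reagent: T5PNP substrate at 5 mM, a TopII-DNA adduct mimic. Replication: single well per compound.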
# TCR-CD3 inh = human TCR-CD3 binding inhibition; inhibition, % at 9.4 µM; hit rate 0.37% among 360,000; TAMRA-labeled TCR probe fluorescence, biochemical; in the data active = inhibition above about 19%;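 note: recombinant mutant TCR 2C K166C tagged with TAMRA read by polarization; 0% = receptor in buffer alone and 100% = receptor with positive control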
# MBD2 inh = MBD2-methylated oligo binding inhibition. inhibition, % at 4.4 µM. TR-FRET, MBD2 binding to methylated oligonucleotide. AID 686964. Q9UBB5. hit rate 0.31% among 370,000; in the data active = inhibition above about 13%
# Tn6 DDE FP = DD(E)-Tn6 binding inhibition, primary FP screen | P02675 | Fibrin DD(E) TRITC-Tn6 fluorescence polarization displacement | inhibition, % at 8.3 µM | hit rate 0.21% among 370,000 | AID 720509;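 active = inhibition above a per-campaign cutoff: mean of compounds within control limits plus 3 SD, cut at about 15% in these data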;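 note: 0% = median of all compound wells on the plate and 100% = blocking peptide control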
# Target sequence (P02675 whole entry, looked up): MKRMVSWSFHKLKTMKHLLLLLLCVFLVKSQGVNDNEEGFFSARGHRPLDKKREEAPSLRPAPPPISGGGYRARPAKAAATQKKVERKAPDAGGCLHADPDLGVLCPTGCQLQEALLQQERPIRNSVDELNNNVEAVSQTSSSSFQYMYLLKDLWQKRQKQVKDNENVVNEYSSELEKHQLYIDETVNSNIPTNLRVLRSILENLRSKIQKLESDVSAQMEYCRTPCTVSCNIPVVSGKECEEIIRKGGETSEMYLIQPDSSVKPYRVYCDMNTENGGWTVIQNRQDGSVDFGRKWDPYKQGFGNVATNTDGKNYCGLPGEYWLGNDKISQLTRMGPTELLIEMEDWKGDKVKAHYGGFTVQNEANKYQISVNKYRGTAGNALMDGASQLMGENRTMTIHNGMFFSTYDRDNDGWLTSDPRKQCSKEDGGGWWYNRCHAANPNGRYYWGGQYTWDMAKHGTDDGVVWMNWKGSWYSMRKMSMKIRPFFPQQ
# proKLK7 act = proKLK7 (human) activation, primary screen. P49862. purified proKLK7, EDANS-DABCYL substrate fluorescence; 100% is mature enzyme control, 0% vehicle. activation, % at 7 µM. hit rate 0.9% among 370,000. AID 652039;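 active = activation above the mean of all tested compounds plus 3 SD, computed per campaign excluding outliers beyond control limits, cut at about 13% in these data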
# Target sequence (P49862 whole entry, looked up): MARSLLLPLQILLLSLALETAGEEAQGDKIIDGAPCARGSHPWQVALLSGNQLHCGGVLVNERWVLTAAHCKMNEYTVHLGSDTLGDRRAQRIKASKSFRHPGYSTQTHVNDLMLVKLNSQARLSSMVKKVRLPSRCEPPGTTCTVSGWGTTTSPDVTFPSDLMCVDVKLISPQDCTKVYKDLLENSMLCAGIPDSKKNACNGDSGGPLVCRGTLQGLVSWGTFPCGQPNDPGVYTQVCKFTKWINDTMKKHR
# SIAE inh = blocks human sialic acid acetylesterase; SIAE FP-Rh probe binding, fluorescence polarization; hit rate 0.69% among 370,000; inhibition, % at 9.66 µM; Q9HAT2;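 active = inhibition above a cutoff: mean of compounds within the control limits plus 3 SD of those, cut at about 17% in these data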;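 note: 0% = plate median of compound wells and 100% = probe without SIAE protein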
# UHRF1 MBD2 ctr = UHRF1 methyl-DNA binding inhibition; inhibition, % at 4.4 µM; Q96T88; UHRF1 binding to methylated oligo, TR-FRET; hit rate 0.75% among 370,000; in the data active = inhibition above about 21%;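 note: UHRF1 SRA domain binding a hemimethylated CpG hairpin DNA probe; 0% = median of test compound wells and 100% = reference inhibitor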
# Tn7 DDE FP = disrupts Tn7 cyclic peptide binding to fibrin D-Dimer-E complex | FP displacement of FITC-Tn7 peptide from fibrin DD(E); 0% = median of compound wells per plate | inhibition, % at 8.3 µM | hit rate 0.13% among 370,000;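 active = inhibition above the mean of compounds falling within the control limits plus 3 SD of them, cut at about 14% in these data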;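 note: 0% = plate median of compound wells and 100% = 10 µM Aha-Tn7 peptide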
#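 Measure: % inhibition scaled between sample-field median and high-control FP; Test system: human fibrin DD(E); Quantity: 2 µM final DD(E) protein; Doses: one dose, 8.3 µM nominal; Schedule: compound with protein 10 min, then 3 h after probe, room temperature; Detection: fluorescence polarization; Medium: Tris buffer with calcium and detergent, pH 7.8.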
# LEDGF integ inh = blocks HIV-1 LEDGF/p75-dependent DNA integration. TR-FRET IN-LEDGF/p75 DNA integration, Eu/Cy5. inhibition, % at 3.7 µM. hit rate 0.64% among 370,000;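 active = inhibition above the screen-wide mean plus 3 SD, cut at about 13% in these data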;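 note: signal is the Cy5 over europium emission ratio at 671 and 618 nm; 0% = plate median of compound wells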
# * = called active by the depositor; & = joins results of further samples.
SMILES,PRMT1 inh,TDP2 inh,TCR-CD3 inh,MBD2 inh,Tn6 DDE FP,proKLK7 act,SIAE inh,UHRF1 MBD2 ctr,Tn7 DDE FP,LEDGF integ inh
Cc1ccc(S(=O)(=O)c2nc(-c3ccccc3F)oc2N2CC(C)OC(C)C2)cc1 (configuration not stated),-0.6,8.2,4.8,-2.2,-1.8,-0.1,-9.0,-0.1,-5.5,-1.3
CSc1ccccc1NC(=O)CN(C)C(=O)COc1cccc2cccnc12,0.3,-2.2,8.0,-7.5,2.5,-0.1,-0.8,-7.4,-4.7,8.2
CCC(C)NC(=O)c1ccc(CNS(=O)(=O)c2ccc3c(c2)C(C)(C)C(=O)N3C)cc1 (configuration not stated),-2.4,-1.2,8.8,-0.3,1.8,0.4,-1.4,-3.4,-0.5,-1.8
Nc1c(N(CCC2=CCCCC2)C(=O)CCCOc2ccccc2)c(=O)[nH]c(=O)n1Cc1ccccc1,2.4,-1.2,0.2,-2.1,-6.2,-0.4,3.6,-0.2,-5.1,0.6
CCS(=O)CCSC(=N)N (configuration not stated),7.7,-4.7,-0.6,-3.6,-7.6,0.1,-1.4,2.6,-7.4,0.0
COc1ccc(C(=O)CC(=O)c2ccc(F)cc2)cc1,2.8,1.8,-5.7,3.9,-9.0,-0.9,-2.5,7.0,-2.7,2.2
CCOC(=O)C1=C(CC)Nc2ccccc2N=C1NC(=O)c1cccc(S(=O)(=O)N2CCOCC2)c1,5.3,0.3,-1.5,-3.3,-0.8,0.0,-0.5,1.2,-2.6,-0.3
CCN1CCN(Cc2ccc(NC(=O)c3ccc(C)c(NC(=O)c4c[nH]c5cc(C(F)(F)F)ccc5c4=O)c3)cc2C(F)(F)F)CC1,-2.7&-0.3,-3.8&-15.0,24.4*,-1.2&-1.5,12.2&-6.5,-0.1&0.7,2.1&0.9,1.3&0.4,5.9&-5.2,-1.9&0.7
Nc1[nH]c(C(=O)c2ccccc2)c(-c2ccc3ccccc3c2)c1C(=O)NCc1ccc(-c2ccccc2)cc1,1.9,7.1,-0.7,0.1,-3.9,1.4,-3.2,-4.2,-1.4,-2.4
CCOc1ccc(S(=O)(=O)NCc2ccccn2)cc1NC(=O)c1ccccc1F,1.7,-10.4,-7.3,4.2,0.1,0.5,1.7,1.9,3.1,-8.8
Cc1ccc(-n2nnnc2SCC(=O)N2CCNC2=O)cc1C,3.3,-3.2,-9.4,2.4,-4.2,0.0,-3.2,0.6,2.3,-4.0
COc1ccc(N(CC(=O)NCc2ccncc2)S(=O)(=O)c2ccc(C)c([N+](=O)[O-])c2)cc1,-2.0,-9.1,0.6,6.2,-0.1,-0.1,-5.2,-1.3,7.0,-5.1
O=C(Nc1cnccn1)c1ccc(F)cc1Cl,-7.4,-11.9,4.0,0.6,1.9,-0.2,-4.7,-1.5,-5.2,3.5
N#Cc1ccccc1Sc1ccccc1C(=O)OCC(N)=O,7.8,-12.9,-8.5,5.0,1.1,-0.2,-9.0,4.3,3.8,-0.6
CCc1cccc2c1Sc1ccccc1CC2N1CCNCC1 (configuration not stated),-1.8,10.9,5.9,-2.8,0.4,0.2,1.8,4.7,3.2,-0.9
Cc1ccccc1OC1CCN(C(=O)C2CCC(=O)N(C3CCCC3)C2)CC1 (configuration not stated),-1.9,3.8,8.0,-3.6,-9.1,0.1,-1.2,0.6,-7.1,0.5
COc1ccc(C(=O)NCCc2cc3ccc(C)c(C)c3[nH]c2=O)cc1OC,1.7,-0.2,-5.3,1.5,-5.3,-0.7,5.4,8.5,-9.1,2.1
CCCc1nc2oc3c(NCc4ccccn4)ncnc3c2c2c1COC(C)(C)C2,-1.3,2.0,0.5,-5.2,-6.8,0.4,4.6,2.5,0.7,3.3
Cc1cccc(OCc2nnc(SCC(=O)NCCc3ccccc3)o2)c1,1.3,5.4,3.9,3.2,-0.8,0.3,-6.1,-2.1,-1.9,0.6
O=C(CCC(=O)Nc1cccc(Cl)c1)N/N=C/c1cc([N+](=O)[O-])ccc1O,-1.3,-5.6,28.5*,1.0,6.8,0.4,17.7*,3.1,7.0,-6.7
N#CCSc1nc2ccc(N3CCOCC3)cc2c(=O)n1CCc1ccccc1,5.5,-2.4,-7.1,2.1,-0.7,-2.0,1.8,-0.4,2.5,-4.7
COc1ccc(-n2nnnc2SCC(=O)Nc2nnc(C)s2)cc1,1.0,-1.9,-5.3,3.2,-6.9,0.4,3.7,-2.0,1.0,-0.2
CCN(c1ccc(NC(=O)c2ccc(N3CCCC3=O)cc2)cc1)C(C)C,-4.5,4.7,9.0,-3.7,-2.7,0.1,8.7,-2.2,3.2,1.2
COc1cccc(C(=O)Nc2nc3ccccc3s2)c1,1.8,1.3,0.3,1.3,3.2,0.2,-8.8,3.2,1.4,1.9
COCc1nnc(NC(=O)C2CC(=O)N(CCc3ccc(F)cc3)C2)s1 (configuration not stated),3.6,-2.6,4.0,-0.2,4.2,0.2,2.3,0.0,-5.1,1.9
CCCCc1cc(=O)oc2cc(OCc3nn[nH]n3)ccc12,3.7,-7.8,-7.6,-0.2,-0.9,0.2,-1.4,5.2,-0.8,0.4
CNc1nc(-c2ccccn2)nnc1-c1ccccc1,-2.6,-2.8,-1.2,0.1,5.4,0.1,-3.2,2.0,-4.2,0.3
Cc1cc2c(cc1C)C(=O)C(Br)=C(N)C2=O,-5.4,9.0,-5.7,-15.4,1.7,0.6,-12.1,-17.0,-2.0,1.3
C/C(=N\NC(=O)c1ccccn1)c1ccc(Cl)cc1,1.6,-12.8,-7.9,-2.8,-0.7,0.2,-0.4,-1.8,-1.6,-2.5
CC(NC(=O)Cn1cccc1C(=O)c1ccccc1)c1ccc2c(c1)OCCO2 (configuration not stated),-4.7,-12.8,4.0,-5.5,-2.2,0.1,0.8,-0.7,0.1,-2.5
Cc1cc(C(F)(F)F)nn1-c1nc(-c2ccco2)cc(C(F)(F)F)n1,4.2,-11.5,5.5,1.9,-2.6,0.7,0.1,2.0,-3.4,3.1
CCOc1cc(Br)c(CN2C(=O)NC3(CCCCCC3)C2=O)cc1OCC,-1.9,-13.3,3.0,0.6,-3.4,0.2,2.7,0.8,1.4,-2.0
CCCNC(=O)C1(C)CCCN(C(=O)c2cccc(C#N)c2)C1 (configuration not stated),-1.7,4.8,5.2,0.7,2.5,-0.2,1.3,0.3,0.6,-0.3
COc1ccc(/C=N/NC(=O)c2c(Br)cnn2C)c2ccccc12,1.6,-3.1,-1.8,2.0,-1.8,-24.2,-2.9,-0.5,-3.1,-0.4
CN(c1ccccc1)S(=O)(=O)c1cccc(NC(=O)C2=NNC(=O)CC2)c1,3.3,0.8,4.4,-5.1,9.8,0.0,-1.4,-0.7,1.9,1.7
Nc1nc(SCC(=O)c2c(N)n(Cc3ccccc3)c(=O)[nH]c2=O)n[nH]1,4.2,5.5,-2.7,2.0,10.9,-0.1,12.4,1.4,4.7,-5.7
O=C1CN2NC(=S)N(c3ccc(Cl)cc3)C2=CN1c1ccc(Cl)cc1,-2.1,-6.8,-0.5,2.5,-0.6,-0.4,6.8,3.9,2.8,-1.5
COC(=O)c1ccc(CN2C(=O)[C@]3(OCCC=C[C@H]3C)c3c(Br)cccc32)cc1,2.4,4.1,-2.9,1.5,0.5,0.1,-2.6,-1.4,-5.9,-0.5
CCc1c(C)nc(SCC(=O)N2C(C)CCCC2C)[nH]c1=O (configuration not stated),-4.2,-3.7,4.8,-1.7,-3.1,0.4,-1.6,-1.6,-2.6,-1.8
O=C(CN1C(=O)c2cccc3cccc1c23)Nc1ccccc1,0.3,6.9,5.4,-3.9,7.0,2.4,-6.5,-1.7,-1.3,-2.5
CCCNC(=O)C1(C)CCN(Cc2ccc3ccccc3c2Br)C1 (configuration not stated),5.2,-8.4,1.7,-1.1,-1.5,0.4,-1.9,5.4,-4.2,3.7
CCn1c(C)cs/c1=N\C(=S)Nc1ccccc1C,-2.2,-1.3,-4.5,-3.8,-8.8,-0.5,-3.8,3.2,-2.4,2.6
COc1ccccc1Nc1cc(C)nc(Nc2ccccc2OC)n1,1.9,13.0,4.7,-0.5,6.8,-0.4,11.2,-1.1,-7.2,0.3
O=C(CN1CCSC1=O)Nc1ccc(N2CCOCC2)cc1,-3.9,5.6,5.0,-4.4,2.8,-0.3,0.9,0.1,-4.1,5.6
CCOC(=O)C(C)N1C(=O)S/C(=C/c2cc(C)n(-c3ccccn3)c2C)C1=O (configuration not stated),2.0,-7.1,-7.5,5.6,3.6,1.0,-0.6,0.2,3.8,1.7
Cc1c(NC(C)c2ccccc2O)c(=O)n(-c2ccccc2)n1C (configuration not stated),-2.5,-0.3,-1.0,4.1,1.9,-0.5,1.1,2.8,0.1,2.3
Cc1c(C(=O)NCc2ccc3c(c2)OCCO3)sc(=O)n1Cc1ccccc1F,-0.3,-4.3,6.7,1.0,-2.6,0.3,0.2,-2.1,0.4,-4.5
CCC(C)NS(=O)(=O)c1ccc(NS(C)(=O)=O)cc1 (configuration not stated),-0.2,-7.4,1.7,2.8,-0.6,-0.2,-5.2,0.4,6.2,-6.1

# Sorted by the number under Tn6 DDE FP (lowest first): some entries from above
SMILES,PRMT1 inh,TDP2 inh,TCR-CD3 inh,MBD2 inh,Tn6 DDE FP,proKLK7 act,SIAE inh,UHRF1 MBD2 ctr,Tn7 DDE FP,LEDGF integ inh
Cc1c(C(=O)NCc2ccc3c(c2)OCCO3)sc(=O)n1Cc1ccccc1F,-0.3,-4.3,6.7,1.0,-2.6,0.3,0.2,-2.1,0.4,-4.5
CCC(C)NS(=O)(=O)c1ccc(NS(C)(=O)=O)cc1 (configuration not stated),-0.2,-7.4,1.7,2.8,-0.6,-0.2,-5.2,0.4,6.2,-6.1
Cc1c(NC(C)c2ccccc2O)c(=O)n(-c2ccccc2)n1C (configuration not stated),-2.5,-0.3,-1.0,4.1,1.9,-0.5,1.1,2.8,0.1,2.3
O=C(CN1C(=O)c2cccc3cccc1c23)Nc1ccccc1,0.3,6.9,5.4,-3.9,7.0,2.4,-6.5,-1.7,-1.3,-2.5

# (more compounds)
SMILES,PRMT1 inh,TDP2 inh,TCR-CD3 inh,MBD2 inh,Tn6 DDE FP,proKLK7 act,SIAE inh,UHRF1 MBD2 ctr,Tn7 DDE FP,LEDGF integ inh
Cc1c(Cl)c([N+](=O)[O-])nn1CCCC(=O)NC1CCCCC1,1.8,7.4,-10.2,-0.1,-1.4,0.0,2.0,-1.5,-6.3,-3.8
Cc1cccc(C(=O)Nc2cccc(C(=O)N/N=C/c3ccccn3)c2)c1,-1.4,-3.5,-2.4,1.6,-11.1,2.4,6.5,-3.3,-5.8,1.6
COc1cc(NC(=O)Nc2ccccc2)c(OC)cc1NC(=O)CN1CCCCC1,-0.1,-0.2,0.8,-3.6,-6.8,-0.4,6.0,1.0,-3.5,-0.8
CCOc1ccc(/C=C/C(=O)N(CC)CC(=O)Nc2ccc3c(c2)OCCO3)cc1OCC,1.9,-3.1,2.7,2.3,1.6,-0.3,-4.9,-0.8,-6.2,0.1
O=C(Nc1nnc(SCc2ccccc2)s1)C1=COCCO1,-1.5,2.0,6.3,-0.3,-5.9,-0.6,-4.7,-0.8,2.7,-2.0

# Screening data from PubChem.
